TcdB GH inh: TcdB glycohydrolase inhibition | TcdB glycohydrolase enzymatic assay, plate reader | P18177 | inhibition, % at 9.99 µM | hit rate 0.24% among 350,000; in the data active = inhibition above about 10%
An asterisk follows results filed as active; & = joins results of further samples.

canonical_smiles	TcdB GH inh
C[C@@H]1CN([C@@H](C)CO)C(=O)c2cc(C#CC3CCCC3)cnc2O[C@@H]1CN(C)C(=O)C1CC1	-1.3
CCCCn1nnnc1C1(C)CCC(=O)N1Cc1ccc(OC)cc1 (centres undefined)	0.3
COc1ccc(-c2ccc3c(n2)CCCN3S(=O)(=O)c2ccc(C#N)cc2)cc1	-10.7
CCC(c1nnnn1-c1c(C)cccc1C)N1CCCN(Cc2ccc(F)cc2)CC1 (centres undefined)	2.6
COc1ccc2c3c(n(C)c2c1)[C@@H](CO)N(Cc1ccccc1)CC31CCN(C(=O)c2ccccc2F)CC1	0.7
CCOC(=O)C1=C[C@@H](C(C)(C)C)N(S(=O)(=O)c2ccc([N+](=O)[O-])cc2)[C@H]1c1ccccc1Cl	-0.2
C[C@@H]1CN([C@H](C)CO)C(=O)Cc2cc(NC(=O)Nc3cccc4ccccc34)ccc2O[C@@H]1CN(C)Cc1ccc(C(=O)Nc2ccccc2N)cc1	-0.7
CCCC#Cc1ccc([C@@H]2[C@@H](CO)N3C(=O)CN(C(=O)NCCC)C[C@@H]23)cc1	-0.1
C[C@@H]1CN([C@@H](C)CO)C(=O)Cc2cc(NS(=O)(=O)c3ccc(F)cc3)ccc2O[C@H]1CN(C)Cc1ccc(C(=O)Nc2ccccc2N)cc1	-9.7
CC(C)(C)NC(=O)C(c1cccc2ccccc12)n1c(=O)c(-c2ccccc2)nc2ccccc21 (centres undefined)	0.6
COc1cccc(-c2ccc(C3[C@H]4CNC[C@@H]3N4CC3CCCCC3)cc2)c1 (some centres undefined)	0.0
CCOC(=O)N1CCN(C(c2cc3ccccc3o2)c2nnnn2C(C)(C)C)CC1 (centres undefined)	1.2
C[C@H]1CCCCO[C@H](CN(C)C(=O)NC2CCCCC2)[C@@H](C)CN([C@@H](C)CO)C(=O)c2cc(NC(=O)Nc3ccc(F)cc3)ccc2O1	-2.6
CCC(=O)N1CC(=O)N2[C@H](CO)[C@H](c3ccc(C#Cc4cccc(OC)c4)cc3)[C@H]2C1	0.0
CN(C)CC#Cc1ccc([C@@H]2[C@H]3CN(C(=O)c4ccc(F)cc4)CC(=O)N3[C@H]2CO)cc1	0.1
CC(C)(C)NC(=O)C(C1CC1)n1c(=O)c(-c2ccco2)nc2ccccc21 (centres undefined)	0.0
CCOC(=O)[C@]12CCC=C1N(Cc1ccc3c(c1)OCO3)C(=O)[C@H](CC(=O)NCc1cccc(C(F)(F)F)c1)C2	-0.3
COc1ccc2c3c(n(C)c2c1)[C@H](CO)N(Cc1cccnc1)CC31CCN(C(=O)c2cccnc2)CC1	-0.7
CCCC(=O)N1CC2(CN(C(=O)C3CCC3)C2)c2c(n(C)c3cc(OC)ccc23)[C@H]1CO	1.0
COC(=O)[C@@]1(Cc2ccc(OC)cc2)[C@H]2c3cc(C(=O)N4CCCC4)n(CCc4c[nH]c5ccccc45)c3C[C@H]2CN1C(=O)c1ccccc1	-1.3
CS(=O)(=O)N1[C@H](CO)[C@@H](c2ccccc2-c2ccc(F)cc2)[C@@H]1C#N	0.4
O=C(Cc1ccccn1)N1CC2(C1)[C@H](c1ccccc1)[C@@H](CO)N2Cc1ccccn1	-0.6
CCCCCCCCCCCCNC[C@@H]1CSCCS(=O)(=O)N1	-0.2
N#Cc1cccc(C(=O)C(=O)N2CCCN(Cc3ccc(F)cc3)CC2)c1	0.2
CCCNC(=O)N1CC(=O)N2[C@H](C1)[C@H](c1ccc(-c3cccc(C)c3)cc1)[C@@H]2CO	-0.1
CC(C)C[C@H]1CNC(=O)C(=O)N1C[C@@H]1CCCN1C[C@H](Cc1ccccc1)N1C[C@H](CC(C)C)N(CCc2ccccc2)C(=O)C1=O	1.2
C[C@@H]1CN([C@H](C)CO)C(=O)c2cccc(NC(=O)CCCCCC(=O)Nc3ccccc3N)c2O[C@H]1CN(C)C(=O)Nc1ccc2c(c1)OCO2	0.2
N#Cc1cccc(-c2ccc(C3[C@@H]4CN(C(=O)c5ccccn5)C[C@H]3N4)cc2)c1 (some centres undefined)	0.5&0.9
O=C(C1CCCCC1)N1CC2(C1)[C@@H](c1ccccc1)[C@@H](CO)N2C(=O)NC1CCCC1	1.0
CCN1[C@H](C(=O)NCCCN(C)C)[C@@H](CO)[C@@H]2Cn3c(ccc(-c4cccc(F)c4)c3=O)[C@@H]21	-0.3
Cc1ccc2nc(-c3ccc(CN4CCC(n5cc(-c6ccccc6)[nH]c5=O)CC4)cc3)c(-c3ccccc3)nc2c1	-3.8
CN(C)C(=O)c1cccc(-c2ccc([C@H]3[C@@H](CO)N4C(=O)CN(C(=O)C5CCCC5)C[C@@H]34)cc2)c1	0.6
O=C(NC1CCCC1)C1C(c2ccc(C(F)(F)F)cc2)=Nc2ccccc2N1C(=O)c1cc2ccccc2[nH]1 (centres undefined)	1.1
C#CCNC(=O)C[C@@H]1C[C@@]2(C(=O)OC)CC(C)(C)CC=C2N(CCCCCCCC)C1=O	0.4
C[C@@H]1CN([C@@H](C)CO)C(=O)c2cccc(NC(=O)CCCCCC(=O)Nc3ccccc3N)c2O[C@H]1CN(C)C(=O)Nc1ccc2c(c1)OCO2	0.7
COCC(=O)N1[C@H](C(=O)NCc2ccccc2Cl)[C@@H](CO)[C@@H]2Cn3c(cccc3=O)[C@@H]21	-0.2
COc1ccc(C(C(=O)NC(C)(C)C)n2c(-c3ccc(C(F)(F)F)cc3)nc3ccccc32)cc1 (centres undefined)	0.4
O=C(Nc1cc(F)ccc1F)N1CC(=O)N2[C@H](C1)[C@H](c1ccc(-c3ccc(F)cc3)cc1)[C@@H]2CO	1.0
COCC(=O)N1[C@H](CO)[C@@H](c2ccccc2)C12CN(C(=O)c1cccnc1)C2	1.9
CCCCc1c(-c2ccccc2OC)ncn1C(C)c1ccccc1 (centres undefined)	2.0
CN1CCN(C(=O)C[C@@H]2CC[C@H]3[C@@H](COC[C@@H](O)CN3CC3CCCC3)O2)CC1	-1.7
COc1ccc(S(=O)(=O)Nc2ccc3c(c2)CC(=O)N([C@@H](C)CO)C[C@@H](C)[C@H](CN(C)C(=O)Nc2cccc4ccccc24)O3)cc1	-0.1
O=C(c1cccnc1)N1CC(=O)N2[C@H](CO)[C@H](c3ccc(-c4ccc(F)cc4)cc3)[C@H]2C1	0.4
C[C@@H]1CN([C@H](C)CO)C(=O)CCCn2cc(nn2)CO[C@@H]1CN(C)S(=O)(=O)c1ccc(-n2cccn2)cc1	-0.7
COc1cccc(C(=O)N2CCC[C@H]2C(=O)N2CCC[C@H]2C(=O)NCc2ccc(F)cc2F)c1	0.9
O=C(Nc1ccccc1)N1CC(=O)N2[C@H](CO)[C@@H](c3ccc(C#CC4CCCCC4)cc3)[C@H]2C1	-1.0
N#Cc1ccc(NC(=S)N2Cc3cc(Br)ccc3-n3nncc3C2)cc1	0.5
O=S1(=O)CC(N2CCSCC2)CN1Cc1cn(Cc2cccc(Cl)c2)nn1 (centres undefined)	0.6
O=[N+]([O-])c1ccc(COc2cccc(CO)c2)cc1	-0.9
CCCC#Cc1ccc2c(c1)[C@H]1[C@H](CCN1S(=O)(=O)c1ccc(F)cc1)[C@H](CO)N2C	-0.9
C[C@H](CO)N1C[C@H](C)[C@@H](CN(C)Cc2ccc(Cl)c(Cl)c2)Oc2ccc(NC(=O)Nc3ccc(F)cc3)cc2CC1=O	-0.4
COc1ccc2c3c([nH]c2c1)[C@H](CO)N(C(=O)c1cnccn1)CC31CCN(C(=O)c2cnccn2)CC1	2.0
COc1ccc(-c2ccc3c(c2)[C@H]2[C@H](CCN2S(=O)(=O)C2=NC(C)C=N2)[C@@H](CO)N3C)cc1 (some centres undefined)	8.8
O=C1NC[C@H](CCCCN2C[C@H](Cc3ccccc3)N(CC3CCCCC3)C(=O)C2=O)N(CC2CCCCC2)C1=O	0.4
N#Cc1ccc(-c2ccc([C@H]3[C@H](CO)N4C(=O)CN(C(=O)Cc5ccccc5)C[C@@H]34)cc2)cc1	-0.7
COc1cccc(CNC(=O)[C@H]2CCCN2C(=O)[C@H]2CCCN2S(=O)(=O)c2cccc(C)c2)c1	1.7
COc1ccc(S(=O)(=O)N(C)C[C@H]2OCCCC[C@@H](C)Oc3ccc(NS(=O)(=O)c4ccc(Cl)cc4)cc3C(=O)N([C@@H](C)CO)C[C@H]2C)cc1	-0.6
COc1ccc2c3c([nH]c2c1)[C@H](CO)N(C(=O)c1ccccc1)CC31CCN(C(=O)c2cccc(F)c2)CC1	0.0
C[C@@H](c1ccccc1)N1C[C@@H](COCc2ccccc2)Oc2cc(N3CC[C@H](O)C3)ccc2S1(=O)=O	1.5
Cc1ccccc1S(=O)(=O)N1CC(=O)N2[C@@H](CO)[C@H](c3ccc(C#CCC(C)C)cc3)[C@@H]2C1	-2.5

Grouped by structure: the compounds so far containing a nitro group on carbon (2)
canonical_smiles	TcdB GH inh
CCOC(=O)C1=C[C@@H](C(C)(C)C)N(S(=O)(=O)c2ccc([N+](=O)[O-])cc2)[C@H]1c1ccccc1Cl	-0.2
O=[N+]([O-])c1ccc(COc2cccc(CO)c2)cc1	-0.9

Continuation.
canonical_smiles	TcdB GH inh
CCCNC(=O)N1[C@@H]2CNC[C@H]1C2c1ccc(-c2ccccc2)cc1 (some centres undefined)	-0.5&-0.3
CCCCC[C@@H](C)N1C[C@@H](COCc2ccccc2)Oc2cc(N3CCC[C@H]3CO)ccc2S1(=O)=O	0.3
COc1ccc2c3c(n(C)c2c1)[C@H](CO)NCC31CN(S(=O)(=O)c2ccccc2)C1	-2.4
C[C@H]1[C@@H](Cc2cc(Cl)cc(Cl)c2)N(c2ccccc2)c2ccccc2CN1Cc1ccccc1	0.7
C[C@@H]1CN([C@H](C)CO)C(=O)c2cccc(NS(=O)(=O)c3cccs3)c2O[C@@H]1CN(C)Cc1ccc(C(=O)Nc2ccccc2N)cc1	-2.6
CC(C)C[C@@H]1CN(CCCC[C@H]2CNC(=O)C(=O)N2CCC2CCCCC2)C(=O)C(=O)N1Cc1ccccc1	-2.5
CS(=O)(=O)N1CC(=O)N2[C@H](CO)[C@@H](c3ccc(C#CCc4ccccc4)cc3)[C@H]2C1	-0.7
CN(C)C(=O)c1ccc(-c2ccc([C@H]3[C@H](CO)N4C(=O)CN(C(=O)CC5CC5)C[C@@H]34)cc2)cc1	0.3
O=C(NCCN1CCC(n2c(=O)[nH]c3ccccc32)CC1)c1cccc2c1-c1ccccc1C2=O	4.6
COc1ccc2c3c(n(C)c2c1)[C@H](CO)N(C(=O)c1ccccc1)CC31CCN(C)CC1	0.6
CC(C)(C)S(=O)(=O)N1C[C@@H]2CC(=O)C(CCO)=C2[C@H]1CCO	-0.9
NC(=O)C12NC(Cc3ccccc31)c1ccccc12 (centres undefined)	0.0
CCN=C1NC(c2cccc(Cl)c2)C(C(=O)OC)=C(C)N1Cc1ccccc1C(F)(F)F (centres undefined)	1.3
O=C(NC[C@H]1CC[C@H]2[C@H](CN2Cc2cccnc2)O1)C1CC1	0.2
C#CCNC(=O)C[C@@H]1C[C@@]2(C(=O)OCC)CCCC=C2N(Cc2ccc3c(c2)OCO3)C1=O	-3.1
CCCCCc1c(-c2ccc(OC)c(OC)c2)ncn1CCc1ccccc1OC	-7.2
O=C(c1ccc2c(c1)OCO2)N1CC2(C1)[C@H](c1ccccc1)[C@H](CO)N2C(=O)C1CCC1	1.5
Cc1ccc(S(=O)(=O)Nc2ccc3c(c2)C(=O)N([C@@H](C)CO)C[C@H](C)[C@@H](CN(C)Cc2ccc(C(=O)Nc4ccccc4N)cc2)OCCCC[C@@H](C)O3)cc1	1.6
Clc1cccc(CN2CCN(c3ncc(Cc4ccccc4)cn3)CC2)c1Cl	0.1
CCS(=O)(=O)N1CC2(CN(Cc3ccc(OC)cc3)[C@H](CO)c3c2c2ccc(OC)cc2n3C)C1	0.4
CN(C)CC(=O)N1[C@H](CO)[C@@H](c2ccccc2-c2ccc(C(=O)N(C)C)cc2)[C@@H]1C#N	-0.6
CNC(=O)OC1CC2CC1[C@H]1CCCCN1C2=O (some centres undefined)	0.8
COc1ccc2c3c(n(C)c2c1)[C@@H](CO)N(C(=O)c1cnccn1)CC31CCN(C(C)=O)CC1	0.4
COc1ccc(CN(C)C[C@H]2Oc3ccc(NS(=O)(=O)c4c(C)noc4C)cc3CC(=O)N([C@H](C)CO)C[C@@H]2C)cc1	0.5
O=C(NC1CCCCC1)OC1CC2CC1[C@H]1CCCCN1C2=O (some centres undefined)	-2.7
O=C(c1ccccc1)N1[C@H](CO)[C@H](c2ccccc2)C12CN(CCC(F)(F)F)C2	0.8
CO[C@H]1CN(C)C(=O)c2ccc(NS(=O)(=O)C3CCCCC3)cc2OC[C@H](C)NC[C@@H]1C	0.6
COC(=O)[C@@]12C[C@@H](CC(=O)N3CCC(c4ccccc4)CC3)C(=O)N(CCc3ccc(OC)c(OC)c3)C1=CCC(C)(C)C2	2.4

Reformatted as labelled records: part of the list above.
SMILES: O=C(NC1CCCCC1)OC1CC2CC1[C@H]1CCCCN1C2=O (some centres undefined)
  TcdB GH inh = -2.7
SMILES: O=C(c1ccccc1)N1[C@H](CO)[C@H](c2ccccc2)C12CN(CCC(F)(F)F)C2
  TcdB GH inh = 0.8
SMILES: CO[C@H]1CN(C)C(=O)c2ccc(NS(=O)(=O)C3CCCCC3)cc2OC[C@H](C)NC[C@@H]1C
  TcdB GH inh = 0.6

Compound activity from PubChem.

Some of the compounds tested; rates above refer to the full screens.
